SW480 rerep: induces DNA re-replication in SW480 colon adenocarcinoma cells; SW480 DNA re-replication, Hoechst DNA content imaging, 48 h; actives 1.8% (n = 340,000); Potency, µM (doses to about 46.1 µM), for the others: top-dose re-replication activation, actives largely listed as activators; note: potency is the fitted concentration of half-maximal effect; % of control where 0% means no effect; nearly all actives have a fitted effect of over 55% in size
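Readout is total intensity of Hoechst-stained nuclei, excited at 405 nm and collected at 500-530 nm. Compound treatment lasted 48 hr at 37 C in 5% CO2 before staining.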
HepG2 viability: kills HepG2 cells in TGF-b inhibitor counter-screen | HepG2 CAGA-GFP viability, ATP luminescence, 18 h | Potency, µM (highest dose often 46.1 µM), without a hit: at the highest dose activity change, negative = cytotoxicity, usual class: cytotoxic | actives 0.76% (n = 410,000) | AID 588856; note: potency is the fitted concentration of half-maximal effect; some results filed as inactive show a strong effect at the top dose
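CellTiter-Glo luminescence gave cytotoxicity after 18 hours at 37 degrees C. The cells were HepG2 CAGA-GFP in 1% FBS DMEM, stimulated with 500 pg/mL TGF-beta after compound addition. %Activity was normalised to no-cell wells (complete cell-killing) and DMSO (no toxicity), and curves were fitted and classified.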
MCF10A rereplic: induces DNA re-replication in MCF 10a normal breast cells; MCF 10A DNA re-replication, Hoechst nuclear intensity, 48 h; Potency, µM (series often up to 46.1 µM), inactives show at the top dose activity, positive = re-replication, hits mostly activators; actives 2.9% (n = 350,000); AID 624296; note: potency is the fitted concentration of half-maximal effect; % of control where 0% means no effect; nearly all actives have a fitted effect of over 50% in size
KB-3-1 tox: KB-3-1 parental cell cytotoxicity | KB-3-1 viability, CellTiter-Glo ATP luminescence, 72 h | Potency, µM (top dose mostly 46.1 µM), for the others: top-dose activity change, negative = cytotoxic, usual class: cytotoxic | actives 1.4% (n = 400,000); note: potency is the fitted concentration of half-maximal effect; % is set by controls: 0 for no effect and ±100 for the full control effect; nearly all actives have a fitted effect of over 60% in size
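72 h, 37 °C compound treatment of KB-3-1 parental cells; CellTiter-Glo added, 10 min, luminescence read. Data corrected against DMSO-only plates and normalized before curve fitting.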
ATXN viability: reduces viability in counter-screen for ATXN expression inhibitors | S2 cells (HEK-293 line with an ATXN2-luciferase reporter) viability, CellTiter-Fluor protease fluorescence, 24 h | Potency, µM (series often up to 56.7 µM), most hits filed as cytotoxic | actives 0.49% (n = 400,000) | AID 651635; note: potency is the fitted concentration of half-maximal effect; nearly all actives have a fitted effect of over 40% in size
HT1080 IDH1KD tx: toxicity to HT-1080 IDH1 knockdown cells (counter line); AID 686971; HT-1080 IDH1 knockdown viability, ATP luminescence, 48 h; Potency, µM (highest dose often 46.1 µM), for inactives: top-dose activity, negative = toxicity, actives largely listed as cytotoxic; actives 2% (n = 360,000);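 note: potency is the fitted concentration of half-maximal effect; 0% = DMSO wells and -100% = cell-free medium wells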
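Viability of IDH1-knockdown HT-1080 fibrosarcoma cells was assessed by CellTiter-Glo after 48 h at 37 °C with titrated compound; concentration-effect curves were classified by fit quality and response size.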
IL1B secr inh: inhibitors of inflammasome signaling (IL-1 beta secretion); THP-1 LPS/ATP IL-1B secretion, AlphaLISA, 16 h; active compounds read low; activity change, % at 57.5 µM; actives 4.7% (n = 360,000); in the data active = activity change below about -50%; inconclusive = mostly about -30% to -49%; note: % is set by controls: 0 for no effect and ±100 for the full control effect
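Secreted IL-1B measured by AlphaLISA bead assay after 16 h compound exposure of THP-1 cells; compounds (final up to 57.5 uM) added 1 h before LPS (250 ng/mL) and ATP (1.25 mM) stimulation; lower signal means less secretion.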
HT1080-NT tox: kills 2HG-producing HT-1080-NT fibrosarcoma cells. Potency, µM (doses to about 46.1 µM), for inactives: at the highest dose activity, negative = less viability, actives largely listed as cytotoxic. HT-1080-NT fibrosarcoma viability, CellTiter-Glo ATP luminescence, 48 h. AID 686970. actives 1.6% (n = 360,000);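 note: NT is the 2HG producing partner of a matched IDH1 knockdown line; potency is the fitted concentration of half-maximal effect; 0% = DMSO-treated cells and -100% = media-only wells without cells; nearly all actives have a fitted effect of over 55% in size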
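A 48-hour cytotoxicity screen used HT-1080-NT cells plated 2 hours before compound delivery. ATP-based CellTiter-Glo luminescence measured viability, normalized to DMSO and no-cell controls.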
ATXN2 expr inh: inhibitors of ATXN2 expression | HEK-293 ATXN2-luciferase reporter, luminescence, 24 h | Potency, µM (doses to about 57 µM), for the others: top-dose activity change, negative = inhibition, usual class: inhibitors | actives 0.72% (n = 360,000); note: potency is the fitted concentration of half-maximal effect; % is set by controls: 0 for no effect and ±100 for the full control effect; nearly all actives have a fitted effect of over 55% in size
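ATXN2-luciferase reporter cells (luciferase flanked by upstream and downstream ATXN2 gene portions) were treated 24 h at 37 °C with compounds at up to 57 uM. SteadyGlo luminescence gave expression; GF-AFC fluorescence gave viability.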
* marks the source's active call; other numbers are inactive results; i = inactive; u = inconclusive; x = not tested or not shown; & = joins results of further samples; [ ] = dose if it differs, or a comment. Unless noted, calls come from the whole dose curve; as a rule, active = well fitted curve in the direction sought with a large enough effect; inconclusive = small, poorly fitted or top-dose-only effect, or another doubt; inactive = no such curve, though single readings can be large; an effect the other way counts as inactive or inconclusive.

SMILES | SW480 rerep | HepG2 viability | MCF10A rereplic | KB-3-1 tox | ATXN viability | HT1080 IDH1KD tx | IL1B secr inh | HT1080-NT tox | ATXN2 expr inh
COC(=O)N1C(=O)[C@](c2ccccc2)(C2CCCC2)N1C(=O)OC | -39%[inhibitor] | -21% | u | -19% | u | 0% | -96* | 0% | -4%
COc1ccc(CCNC(=O)C(=O)Nc2nccs2)cc1OC | -11% | 4% | -1% | 0% | i | 1% | 32 | 1% | 4%
OCCN1CCN(CC(O)COc2ccc3ccccc3c2)CC1 (stereo not given) | 42% | -18%&3% | u | -13%&10% | i | -7%&2% | -2&18 | u | -19%&1%
Cc1csc(NC(=O)CSc2nc3ccccc3c3c2CCCC3)n1 | -8% | 2% | u | 3% | i | u | -13 | -18% | 17%
O=C(CSCc1cnn(-c2ccccc2)c1-n1cccc1)NCCN1CCOCC1 | 8% | -26% | 3% | -6% | i | 0% | -1 | -7% | -11%
Cn1c(CNC(=O)c2ccccc2F)nnc1SCC(=O)NCc1ccccc1 | -71%[inhibitor] | 18% | 0% | 5% | i | -1% | -8 | -2% | x
CSc1ccccc1NC(=O)c1cc(-c2cccnc2)nc2ccc(Br)cc12 | 3% | 4% | 16µM* | u | x | 2% | u | -4% | u
COc1ccccc1-c1nnc(SCC(=O)N2CCCCC2)o1 | -3% | -55% | 12% | x | i | -7% | -14 | 1% | 17%
NC(=O)c1cccnc1Nc1ccccc1F | -6% | -14% | -2% | 19% | i | 9% | -14 | u | 0%
Cc1ccc([N+](=O)[O-])cc1S(=O)(=O)N1CCCN(C)CC1 | -4% | 3% | 6% | 14% | i | -3% | 18 | 3% | -9%
CC1CCC(C(C)C)C2=C1C(C#N)(C#N)C(C#N)(C#N)C(c1ccccc1)N2 (stereo not given) | 11% | -40% | u | 9% | i | 0%[9.24 µM] | -86* | -26% | 1%
CC(=O)c1ccc(NC(=O)c2cn(-c3ccccc3)nc2-c2ccncc2)cc1 | u | -14% | 0% | -5% | u | 2% | -12 | 5% | 1%
CCOc1ccc(S(=O)(=O)N2CCCCC2)c2ccccc12 | -15% | -76% | u | 0% | i | 21µM* | 12 | -11% | -10%
C=CCOc1ccc(C2NC(=S)NC3=C2CCc2ccccc23)cc1 (stereo not given) | -5% | -18% | u | 18% | i | -24% | 27 | -3% | -4%
CCn1c(O)c(N=NC2=NC(=O)CS2)c2cc(C)ccc21 | -7% | -4% | 3% | 0% | i | 2% | -21 | 1% | 3%
Cc1ccc(NC(=O)CN(C)Cc2cccs2)cc1Cl | 3% | -10% | 2% | -6% | i | 18% | -17 | 14% | 23%
COc1ccc(-c2cn3ccccc3n2)cc1OC | -12% | -56% | u | u | i | u | 22 | u | 7%
O=c1[nH]c(=O)n(C(c2ccccc2)c2ccccc2)cc1Br | -2% | 15% | -3% | -1% | i | 9% | 15 | 0% | -4%
O=C(NCC1CC1)c1csc(COCCO)n1 | x | -3% | x | 0% | i | 1% | 40 | 29% | 11%
CC1CCN(CC(=O)NCc2ccccc2)CC1 | -6% | 1% | 3% | -1% | i | 0% | 13 | 7% | 9%

Looked up above.
Entry of `CCn1c(O)c(N=NC2=NC(=O)CS2)c2cc(C)ccc21` in KB-3-1 tox: 0%
Entry of `COc1ccc(CCNC(=O)C(=O)Nc2nccs2)cc1OC` in MCF10A rereplic: -1%

Carrying on.
SMILES | SW480 rerep | HepG2 viability | MCF10A rereplic | KB-3-1 tox | ATXN viability | HT1080 IDH1KD tx | IL1B secr inh | HT1080-NT tox | ATXN2 expr inh
CCn1nccc1NC(=O)c1csc([C@H]2C[C@H](O)[C@@H](CO)O2)n1 | x | -17% | x | 0% | i | 13% | 14 | 15% | -5%
COc1cc(C(=O)NCc2ccc(OCCN(C)C)cc2)cc(OC)c1OC | -33%[inhibitor] | 5% | -10% | 0% | i | 2% | 9 | -1% | 4%&49%
CCCN(CCC)CCCNC(=O)c1cn(CC)c2ccc(S(=O)(=O)N3CCOCC3)cc2c1=O | -20% | 1% | -3% | u | i | 10% | -12 | 13% | 3%
CCOC(=O)c1c(C)nc2sc3c(=O)n(-c4ccc(C(C)=O)cc4)nnc3c2c1-c1ccc(Cl)cc1 | -6% | 1% | -6% | u | u | 6% | -15 | 9% | -37%
O=C(Cn1c(=O)n(Cc2cccs2)c(=O)c2cccnc21)Nc1ccccc1F | x | -12% | x | 2% | i | x | x | x | 1%
CC(C)NS(=O)(=O)c1ccc(NCCCn2ccnc2)c([N+](=O)[O-])c1 | 0% | 12% | 20% | -28% | i | u | 10 | u | -13%
Cc1[nH]nc2c1C(c1cccs1)C(C#N)=C(N)O2 (stereo not given) | -1% | -14% | -7% | 1% | i | u | u | -16% | -17%[11.3 µM]
Cc1ncoc1C(=O)Nc1ccccc1-c1ccccc1 | -12% | -2% | 2% | 4% | i | 7% | 10 | 16% | -4%
C=C1CCN([C@@H](C)C(=O)NCc2ccc(OC)cc2)S(=O)(=O)c2ccccc21 | 3% | 1% | u | 10% | i | 7% | 28 | 13% | 10%
O=C(O)Cn1c(CC(=O)N2CCCC2)nc2ccccc21 | -1% | -7% | 1% | -8% | i | -3% | -7 | 14% | -6%
COc1ccc(S(=O)(=O)Nc2ccccc2C(=O)NN2CCOCC2)cc1OC | 5% | -16% | 9% | 4% | i | -19% | 17 | -1% | -8%
CN(C)c1ccc(C(CN)c2c[nH]c3ccccc23)cc1 (stereo not given) | i[1.84 µM] | -46% | 20% | -15% | i | -10% | 0 | -23% | -3%
Cc1c(OCC(=O)N[C@@H](Cc2ccccc2)C(=O)O)ccc2c1oc(=O)c1ccccc12 | -27% | 0% | u | 0% | i | 2% | -9 | 10% | 6%
COc1ccc(CCNC(=O)CSc2nc(C)nc3c2oc2ccccc23)cc1OC | -10% | 7% | -1% | 14% | u | 0%[9.24 µM] | 11 | 12% | 7%
O=C(c1cccc(F)c1)N1CCN(c2ccc([N+](=O)[O-])c(N3CCCCC3)c2)CC1 | u | -3% | 8% | u | i | -15% | u | 2% | -1%
CCCCC(=O)NC(=S)Nc1nnn(CCC)n1 | 7% | -18% | -2% | 5% | i | u | 23 | -8% | -14%
O=C(CCN1CCN(S(=O)(=O)c2ccc(Cl)cc2)CC1)Nc1ccc(F)cc1 | 2% | -14% | 4% | -6% | i | -8% | 12 | 1% | -19%
CC(O)[C@H]1CNC(=O)C(=O)N1CC1(c2ccccc2)CC1 (stereo not given in full) | -12% | 6% | -4% | 13% | i | 13% | 14 | 12% | 7%
CCCn1c(SCC(=O)NC2CCCC2)nc2c1c(=O)n(C)c(=O)n2C | 1% | -1% | -3% | -1% | i | 1% | 7 | -2% | 1%
CC1=C(C(=O)N2CCCC(CCC(=O)NCc3ccc(F)c(F)c3)C2)OCCO1 (stereo not given) | -7% | 2% | -3% | 3% | i | 0% | 18 | 4% | x

Results in HepG2 viability, KB-3-1 tox and ATXN2 expr inh, for some of the entries so far:
structure	HepG2 viability	KB-3-1 tox	ATXN2 expr inh
CCCn1c(SCC(=O)NC2CCCC2)nc2c1c(=O)n(C)c(=O)n2C	-1%	-1%	1%
COc1cc(C(=O)NCc2ccc(OCCN(C)C)cc2)cc(OC)c1OC	5%	0%	4%&49%
CC(C)NS(=O)(=O)c1ccc(NCCCn2ccnc2)c([N+](=O)[O-])c1	12%	-28%	-13%

The list goes on:
SMILES | SW480 rerep | HepG2 viability | MCF10A rereplic | KB-3-1 tox | ATXN viability | HT1080 IDH1KD tx | IL1B secr inh | HT1080-NT tox | ATXN2 expr inh
Nc1ccc(S(=O)(=O)c2ccc(Cl)cc2)cc1 | 0% | -18% | -6% | 1% | i | 1%[9.24 µM] | -18 | -23% | 0%
COc1ccc(CNc2ncnc3c2[nH]c2cc(OC)c(OC)cc23)cc1 | 22% | -17% | u | -18% | i | u | -95* | -15% | u
Cc1ccccc1CNC(=O)c1sc2ncnc(N(C)C3CCCCC3)c2c1C | x | -3% | x | -27% | i | x | x | x | 3%
O=c1c(-c2nc3ccccc3s2)cccn1Cc1ccccc1 | 12µM* | -29% | 5.2µM* | -19% | x | -13% | -1 | 2% | 92%[activator]
CC1(C)Cc2c(cnn2-c2cccc(F)c2)C(NC(=O)c2ccc(=O)[nH]n2)C1 (stereo not given) | -1% | 1% | u | 1% | i | -10% | 4 | -5% | x
COc1cccc(/C=C2/C(=O)NN(c3ccc(Br)cc3)C2=O)c1O | -3% | -4% | -6% | 9% | i | -17% | 24 | -26% | x
CC(C)(C)c1ccc(OCC(=O)NCC(c2cccs2)N2CCOCC2)cc1 (stereo not given) | u | -6% | 1% | -28% | i | -27% | u | -4% | 3%
CC(C)c1ccc(-c2nc(N3CCCC3)nc3n[nH]c(N)c23)cc1 | 5% | -24% | u | u | u | -23% | 50 | -12% | -12%
CCOC(=O)COc1ccc2c(c1)C(=O)CC1(CCN(C(C)=O)CC1)O2 | -8% | -1% | 2% | 1% | i | -2% | 10 | 0% | -6%
COc1cccc(CNS(=O)(=O)c2cn(C)cn2)c1 | -3% | 17% | -3% | 8% | i | -3% | 8 | -4% | -5%
O=C(/C=C/c1ccccc1)Nc1cc(S(=O)(=O)N2CCOCC2)ccc1N1CCOCC1 | u | -1% | 0% | 1% | i | -4% | -8 | -5% | 9%
O=C(c1ccc(F)cc1)N1CCC(c2nc3ccccc3s2)CC1 | x | -20% | x | -14% | u | x | x | x | -24%
COc1cccc(NC(=O)N2CCC(NC(=O)c3ccco3)CC2)c1 | -5% | -25% | -10% | 13% | i | 4% | 6 | 1% | 3%
CC(=O)N/C(=C\c1ccccc1Cl)C(=O)O | -11% | 19% | 0% | -6% | i | -1%[9.24 µM] | -15 | -6% | 10%
COc1ccc(C(=O)Oc2c(Sc3ccccc3)c(C)nn2-c2ccccc2)cc1OC | x | -92% | x | -1% | u | x | x | x | u
CCOc1ccc(OCC(=O)Nc2nnc3n2CCS3)cc1 | x | 1% | x | -1% | i | x | x | x | 2%

Compound activity (PubChem)
